ARNT-TACC3 inh – disruptors of human ARNT/TACC3 interaction; Q9Y6A5; AID 623870; 390,000 tested, 0.66% active; inhibition, % at 9.99 µM; AlphaScreen His-ARNT PAS-B/GST-TACC3 binding, luminescence; TACC3 fragment carries E629A point mutation;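 active means mean inhibition of replicates at least 50% and at least half of replicates each reaching 50%; inconclusive means half or more replicates reach 50% but mean below 50%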;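 further: 0% = complete ARNT plus TACC3 wells and 100% = ARNT alone without TACC3; many hits fall short of the cut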
esBAF inh – inhibitors of esBAF chromatin remodeling in mouse ES cells; Bmi1-luciferase knock-in reporter, 24 h; 100% = twice the neutral-well signal; 350,000 tested, 2% active; reporter increase, % at 12.5 µM; in the data active means activation above about 40%; inconclusive means no clear call, values can overlap the other calls;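 further: 0% = median of the plate's neutral control wells and 100% = double that signal; a rise in the Bmi1 reporter signal indicates esBAF inhibition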
RAD54 inh – inhibitors of human RAD54 branch migration | Q92698 | RAD54 Holliday junction branch migration, FAM/BHQ fluorescence | inhibition, % at 10.4 µM | 360,000 tested, 0.14% active | AID 602329;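 active means mean normalized replicate activity at least 40 and at least half of replicates scoring 40 or more; inconclusive means only one of the two criteria met; inactive means mean below 40 and under half of replicates reaching 40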;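 further: 0% = median of neutral control wells and 100% = median of positive control wells; inhibitors cause a drop in the FAM fluorescence signal; in these data hits start at about 50%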
Target sequence (Q92698 whole entry, looked up): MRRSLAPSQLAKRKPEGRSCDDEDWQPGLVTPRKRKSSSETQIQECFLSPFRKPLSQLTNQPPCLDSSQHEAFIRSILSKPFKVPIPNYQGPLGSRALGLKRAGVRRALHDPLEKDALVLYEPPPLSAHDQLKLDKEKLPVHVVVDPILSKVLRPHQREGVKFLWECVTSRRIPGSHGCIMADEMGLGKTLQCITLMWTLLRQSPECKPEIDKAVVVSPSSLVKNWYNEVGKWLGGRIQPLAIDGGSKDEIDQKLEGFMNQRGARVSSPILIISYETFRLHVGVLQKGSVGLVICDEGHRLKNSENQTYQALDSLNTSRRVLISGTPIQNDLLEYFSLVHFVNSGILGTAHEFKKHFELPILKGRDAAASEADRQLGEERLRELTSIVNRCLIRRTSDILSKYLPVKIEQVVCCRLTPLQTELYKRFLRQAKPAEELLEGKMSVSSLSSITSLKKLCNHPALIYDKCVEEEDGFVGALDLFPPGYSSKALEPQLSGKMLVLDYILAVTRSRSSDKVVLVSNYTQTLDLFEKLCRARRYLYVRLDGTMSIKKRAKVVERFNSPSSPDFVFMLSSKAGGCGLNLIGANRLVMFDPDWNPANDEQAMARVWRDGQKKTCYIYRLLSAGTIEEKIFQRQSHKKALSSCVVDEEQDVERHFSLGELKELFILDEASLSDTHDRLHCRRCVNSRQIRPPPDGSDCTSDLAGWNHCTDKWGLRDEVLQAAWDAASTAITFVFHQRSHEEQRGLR
Numbers without * were called inactive; ? = inconclusive. These rows are one share of the data, so the mix of outcomes need not match the whole.

SMILES | ARNT-TACC3 inh | esBAF inh | RAD54 inh
C=CCN1CC(c2nc3ccccc3n2Cc2ccccc2)CC1=O (stereo unspecified) | -12 | -2 | 2
Cc1ccc(CS(=O)(=O)CCC(=O)NCCCN2CCCC2)cc1 | -10 | -12 | 10
O=C(Cn1nc(C(F)(F)F)c2c1CCCC2)NC1CCCC1 | -2 | 3 | -7
COC(=O)c1cccc(NC(=O)CN2CCC(NC(=O)c3cc(OC)c(OC)c(OC)c3)CC2)c1 | -6 | 4 | -16
O=C(NCc1cccnc1)c1ccc(Cl)cc1[N+](=O)[O-] | -5 | -2 | 11
O=C(Nc1ccccc1)c1ccc2nsnc2c1 | 28 | 28 | -1
Cc1ccc(NC(=O)c2nc[nH]c2C(=O)Nc2ccc(C)cc2)cc1 | 1 | -4 | 11
COc1ccc(NC(=O)CN(C)C(C)C(=O)N2CCCCC2)cc1 (stereo unspecified) | -23 | -4 | 2
CCn1c(SCC(=O)NCc2ccco2)nnc1C(C)C | -3 | -3 | -8
CN1C(=O)OC(C)(CCc2ccccc2)C1(C)O (stereo unspecified) | -12 | -5 | -9
COc1ccc(NC(=O)c2cc(C)on2)cc1OC | -6 | 10 | 4
COC(=O)c1ccc(NC(=O)Cc2ccc(C)cc2)cc1 | -2 | 19 | -6
O=C(NC1CCCC1)c1ccc(CS(=O)(=O)c2cccc(C(F)(F)F)c2)o1 | -3 | 0 | -3
O=C(CNS(=O)(=O)c1ccc2ccccc2c1)OCC(=O)c1ccc(Br)s1 | -6 | -1 | -6
CN(C(=O)COC(=O)c1nc(-c2ccccc2)n(-c2ccccc2)n1)C1CCS(=O)(=O)C1 (stereo unspecified) | -6 | 8 | 0
Cc1ccc(NC(=O)C(=O)c2c(-c3ccccc3)cc3ccccn23)cc1S(=O)(=O)N1CCOCC1 | 6 | 6 | 1
C=CCn1c(COc2ccc(Cl)cc2)nnc1SCC(=O)NCC(=O)OCC | -3 | 1 | -3
Cc1c(NC(=O)CC2CC(C)OC2=O)c(=O)n(-c2ccccc2)n1C (stereo unspecified) | -7 | -3 | -8
CCCn1c(=O)c(F)cn(Cc2ccc(OC)c([N+](=O)[O-])c2)c1=O | 2 | -10 | -6
COc1ccccc1CNC(=O)CCS(=O)(=O)c1cccc2nonc12 | -7 | -5 | -5
CC(C)(C)NC(=O)c1ccc(NC(=O)C2COc3ccccc3O2)cc1 (stereo unspecified) | -12 | 8 | 2
COc1cc2[nH]c(=O)n(Cc3ccc(C(=O)NCCCN4CCN(C)CC4)cc3)c(=O)c2cc1OC | 7 | -4 | 37
O=C(NCc1ccccc1)c1cc(=O)[nH]c2ccccc12 | -3 | -3 | 4
O=C1/C(=C/c2cccs2)N=C(c2cccs2)N1Nc1ccccc1 | 6 | -3 | 4
CCc1cccc(CC)c1N(COC)C(=O)Cn1nnc2ccccc21 | -4 | -2 | 4
CCOc1ccc(S(=O)(=O)NCCC(=O)OC(C)C(=O)N2CCc3ccccc32)cc1 (stereo unspecified) | -1 | 3 | 3
Cc1ccc(S(=O)(=O)N(C)CCCC(=O)NCc2ccc3c(c2)OCO3)cc1 | 0 | 0 | -2
CC1(C)CC(=O)C2=C(C1)OC(N)=C(C#N)C21CCN(C(=O)OCc2ccccc2)CC1 | 0 | 5 | -10
CCn1c2ccccc2c2cc(C3C(C#N)=C(C)NC(C)=C3C#N)ccc21 | 3 | -7 | -14
Cc1ccc(C23OC(=O)C(C)(C)C2OC(=O)C3(C)C)cc1 (stereo unspecified) | -6 | -3 | 10
O=C1C(=O)c2ccc(-c3ccccc3)cc2-c2ccccc21 | -1 | -85 | 1
CCCOC(=O)c1ccc(Oc2c(-c3ccc(OCC)cc3O)n[nH]c2C)cc1 | 4 | -14 | 2
CN(C)c1ccc(N=c2sc3ccccc3n2C)cc1 | 72* | 82* | 1
Cc1ccc(N(CC(O)CN2CCOCC2)S(=O)(=O)c2ccc3ccccc3c2)cc1 (stereo unspecified) | 1 | -2 | 1
COc1cc2c(cc1OC)C1=NC(=O)CN1C(SCc1ccccc1C)=N2 | -10 | -2 | 5
Cn1c(CSc2ncccn2)nnc1SCC(=O)N1CCCCC1 | -6 | 0 | 3
COc1ccc(NC(=O)C2C3C=CC(C3)C2C(=O)NCc2ccco2)cc1 (stereo unspecified) | -3 | 1 | 3
COc1ccc(S(=O)(=O)CCC(=O)O)cc1 | -5 | 2 | -2
CCN(CC(=O)NCc1ccc(F)cc1)Cc1nc2cc(Cl)ccc2c(=O)[nH]1 | 2 | -1 | 2
O=C(Cc1c(O)c2ccccc2[nH]c1=O)NCc1ccccc1 | 2 | -2 | 5
Cc1ccsc1/C=N/n1c(-c2ccco2)n[nH]c1=S | 0 | -5 | 8
Cc1c(-c2ccco2)[n+](=O)c2c(n1[O-])CCC2 | -11 | -1 | -8
Cc1cc(=O)oc2cc(OC(C)C(=O)O)c(Cl)cc12 (stereo unspecified) | -1 | -6 | 6
Cc1ccccc1N1CCN(c2ncnc3c2cnn3Cc2ccc(Cl)cc2)CC1 | -3 | -10 | -8
CN(C)C(/C=C/Nc1ccc(C#N)cc1)=C(C#N)C#N | 4 | 9 | 12
COC(=O)c1cc2ccsc2n1CC(=O)N(C)C1CCCCC1 | -2 | -2 | 2
CCN1CCN(C(=O)c2ccc3c(=O)n(CCc4ccccc4)c(=O)[nH]c3c2)CC1 | 5 | 34 | -2
COc1cccc(-c2cc(C(=O)Nc3cccnc3)no2)c1 | -2 | 5 | -6
COc1cc(CNCCO)ccc1OC1CCCC1 | 1 | -12 | 5
COC(=O)C(NNc1ccccc1)(NC(=O)c1ccccc1F)C(F)(F)F (stereo unspecified) | 2 | 6 | -8
O=C(NCc1ccco1)c1cccc(-c2nnc(-c3ccccc3)o2)c1 | 0 | 39 | -4
CC(=O)Nc1ccc(SCC(=O)c2cc(C)n(Cc3cccs3)c2C)cc1 | -6 | -53 | -3
O=C1c2ccccc2CN1CCNS(=O)(=O)c1ccc(Cl)cc1 | -3 | 2 | 0
O=C(O)c1ccccc1S(=O)CCO (stereo unspecified) | -8 | -4 | 2
COc1cccc(-n2c(CNc3ccc(F)cc3)nnc2SCC(N)=O)c1 | 1 | 7 | 1
O=C(Nc1ccc(Cl)cc1)Nc1ccc2c(c1)N1CCN=C1S2 | 19 | 20 | 12
COc1cc(OC)c(C2C(C#N)=C(N)Oc3cc(C)n(CCCN4CCOCC4)c(=O)c32)cc1OC (stereo unspecified) | -6 | 0 | -15
O=C(CN1C(=O)CSC1=O)Nc1ccccc1N1CCOCC1 | 15 | -1 | -18
CCC(C)NC(=O)Cn1cnc2sc(C)cc2c1=O (stereo unspecified) | 4 | -6 | -5
Cc1ccc(C(=O)NCCCn2ccnc2)cc1[N+](=O)[O-] | -5 | 0 | 1

Compound profiles, as listed above.
COc1cccc(-c2cc(C(=O)Nc3cccnc3)no2)c1 is entered as ARNT-TACC3 inh = -2; esBAF inh = 5; RAD54 inh = -6
COc1cccc(-n2c(CNc3ccc(F)cc3)nnc2SCC(N)=O)c1 is entered as ARNT-TACC3 inh = 1; esBAF inh = 7; RAD54 inh = 1

Next section:
SMILES | ARNT-TACC3 inh | esBAF inh | RAD54 inh
CNC(=O)Nc1cc(C(C)(C)C)no1 | 3 | -5 | 10
CCN(c1ccc(NC(=O)COC(=O)c2ccc(C)c(S(=O)(=O)N3CCOCC3)c2)cc1)C(C)C | 10 | 3 | 0
CC(=O)c1cccc(NC(=O)N2CCCC2C(=O)NCc2ccccc2)c1 (stereo unspecified) | 21* | -8 | 8
CCn1cc(C(=O)Nc2ccc(OC)c(OC)c2)c2cc(OC)c(OC)cc2c1=O | 1 | -2 | -1
Cc1nn(CC(O)COc2ccc3c(c2)CCC3)c(C)c1C (stereo unspecified) | -6 | 11 | -8
CCCC(=O)Nc1c(O)c2ccccc2[nH]c1=O | -7 | 1 | -3
COC(=O)C1=C(N)Oc2cc(C)n(Cc3cccnc3)c(=O)c2C1c1ccc(OC)c(OC)c1OC (stereo unspecified) | 2 | 14 | -13
CC(C)CC(=O)N1CCC(O)(CS(=O)(=O)Cc2ccc(Cl)cc2)CC1 | -2 | -6 | 0
CCOC(=O)C1=C(C)Nc2nnnn2C1c1ccccc1Cl (stereo unspecified) | 3 | -2 | -6
CCc1nnc(NC(=O)c2ccncc2)s1 | -9 | 3 | 3
COc1ccc(Sc2nc3ccccc3n3c(C(F)(F)F)nnc23)cc1 | -1 | -5 | -4
CCOC(=O)c1cc2cc(C)ccc2[nH]1 | 1 | 70* | 1
CC(CN(C)Cc1ccccc1)OC(=O)c1ccc2c(c1)OCCO2 (stereo unspecified) | -16 | 19 | -4
CN(C)c1cc(O)c(C(=S)Nc2ccccc2)c(N(C)C)c1 | 5 | 14 | -13
Cc1cc(C)c(S(=O)(=O)O)c(C)n1 | 0 | -1 | -6
CC1Cc2ccccc2N1Cc1nc2cc(Cl)ccc2c(=O)[nH]1 (stereo unspecified) | 6 | -18 | -3
CCNC(=O)CN(c1ccc(OC)c(OC)c1)S(=O)(=O)c1ccccc1 | -7 | -10 | -6
COc1cccc(CN(C)C(=O)c2cc(-c3ccc(F)cc3)nc3ccccc23)c1 | 2 | -1 | -14
CON(C)c1nc(Oc2ccc(=O)[nH]n2)nc(N(C)C)n1 | -11 | -10 | -7
Cc1ccc(OCC(=O)N2N=C(C(F)(F)F)CC2(O)C(C)(C)C)cc1C (stereo unspecified) | -6 | -29 | -15

Six entries from above, sorted by count of non-hydrogen atoms, smallest number first:
SMILES | ARNT-TACC3 inh | esBAF inh | RAD54 inh
CCc1nnc(NC(=O)c2ccncc2)s1 | -9 | 3 | 3
CCCC(=O)Nc1c(O)c2ccccc2[nH]c1=O | -7 | 1 | -3
Cc1nn(CC(O)COc2ccc3c(c2)CCC3)c(C)c1C (stereo unspecified) | -6 | 11 | -8
CC1Cc2ccccc2N1Cc1nc2cc(Cl)ccc2c(=O)[nH]1 (stereo unspecified) | 6 | -18 | -3
Cc1ccc(OCC(=O)N2N=C(C(F)(F)F)CC2(O)C(C)(C)C)cc1C (stereo unspecified) | -6 | -29 | -15
CC(=O)c1cccc(NC(=O)N2CCCC2C(=O)NCc2ccccc2)c1 (stereo unspecified) | 21* | -8 | 8

3 entries picked at random from those above, as already listed:
SMILES | ARNT-TACC3 inh | esBAF inh | RAD54 inh
CC(C)CC(=O)N1CCC(O)(CS(=O)(=O)Cc2ccc(Cl)cc2)CC1 | -2 | -6 | 0
Cc1ccc(OCC(=O)N2N=C(C(F)(F)F)CC2(O)C(C)(C)C)cc1C (stereo unspecified) | -6 | -29 | -15
CON(C)c1nc(Oc2ccc(=O)[nH]n2)nc(N(C)C)n1 | -11 | -10 | -7

At a glance, two of the compounds above.
SMILES | ARNT-TACC3 inh | esBAF inh | RAD54 inh
COc1cccc(CN(C)C(=O)c2cc(-c3ccc(F)cc3)nc3ccccc23)c1 | 2 | -1 | -14
CON(C)c1nc(Oc2ccc(=O)[nH]n2)nc(N(C)C)n1 | -11 | -10 | -7

Remaining list, next part
SMILES | ARNT-TACC3 inh | esBAF inh | RAD54 inh
CC1(C)CC(=O)C(C(c2ccccc2F)C2C(=O)CC(C)(C)CC2=O)C(=O)C1 | -5 | 2 | -5
Cc1ccc2c(c1)CCCN2C(=O)Nc1ccc2c(c1)OCO2 | 9 | ? | -16
COCCCn1c(SCc2cccc(OC)c2)nc2cc(OC)c(OC)cc2c1=N | 2 | -4 | 4
Cc1ccc(N)cc1-n1c(C)ccc1C | 1 | 20 | 7
COc1cnc(-c2ccccc2)nc1Oc1ccc(C(C)(C)C)cc1 | -4 | -9 | 1

Screening data deposited in PubChem by Broad Institute.
